BH1578 lux ind – inducers of Vibrio cholerae quorum light production without autoinducers, primary screen, BH1578 luxS cqsA deficient, single point | activation, % at 18.7 µM | 350,000 compounds, 0.16% hits | V. cholerae BH1578 lux reporter, luminescence, 6 h; in the data active means activation mostly above about 9.7%, no sharp cut-off; inconclusive means no clear call, values can overlap the other calls; inactive means mostly below about 3.7%; further: not every result past the cut was called active; inactives centre near 0; reference of the scale not given here
TcdB GH inh – TcdB glycohydrolase inhibitors, primary screen, biochemical, single point, plate reader; AID 652162, 2013; 350,000 compounds, 0.24% hits; TcdB glycohydrolase enzymatic assay; inhibition, % at 9.99 µM; in the data active means inhibition above about 10%
PriA SSB inh – inhibitors of Klebsiella pneumoniae PriA binding to SSB C-terminal tail, primary screen, biochemical, AlphaScreen; PriA–SSB C-terminal tail interaction (Klebsiella pneumoniae); AlphaScreen SSBct-PriA binding, biotinylated peptide; inhibition, % at 33 µM; 430,000 compounds, 0.6% hits; AID 1272365, 2023; in the data active means inhibition mostly above about 37%, no sharp cut-off; inactive means mostly below about 20%;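 further: plate controls were negative control peptide for no effect and reference peptide for full effect; strong numbers were not always called active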
3CLpro inhibitor – SARS-CoV 3CLpro protease inhibitors, primary screen, biochemical, quenched FRET. Replicase polyprotein 1ab (Severe acute respiratory syndrome coronavirus), P0C6X7. recombinant SARS-CoV 3CLpro, quenched FRET peptide cleavage. inhibition, % at 6 µM. 290,000 compounds, 0.14% hits. AID 1706, 2009; in the data active means inhibition above about 12%
PrPC surface inh – inhibitors of human cell surface prion protein PrPC, primary screen, cell-based, TR-FRET. Major prion protein (Homo sapiens), P04156. TR-FRET read-out. inhibition, % at 13.8 µM. 370,000 compounds, 0.43% hits; in the data active means inhibition above about 24%; further: 0% = median of the test wells and 100% = reference compound wells
Y pestis TopoI – Yersinia pestis topoisomerase I inhibitors, primary screen, biochemical, cleavage product accumulation, plate reader, single point; Y. pestis Topo-I cleavage product accumulation; DNA topoisomerase I (Yersinia pestis CO92); 360,000 compounds, 0.064% hits; activity, % at 10 µM; AID 504884, 2011; in the data active means activity above about 50%, passing the limit was not always enough; inconclusive means no clear call, values can overlap the other calls; further: inactives centre near 2
Anthrax LF inh2 – Bacillus anthracis LF protease inhibitors, primary screen, biochemical, multiplex microsphere, MLPCN library; Lethal factor (Bacillus anthracis), P15917; multiplex microsphere protease cleavage assay; inhibition, % at 10 µM; 360,000 compounds, 0.12% hits; further: plate controls were buffer without enzyme for full effect and enzyme alone for no effect
Target sequence (P15917 whole entry, looked up): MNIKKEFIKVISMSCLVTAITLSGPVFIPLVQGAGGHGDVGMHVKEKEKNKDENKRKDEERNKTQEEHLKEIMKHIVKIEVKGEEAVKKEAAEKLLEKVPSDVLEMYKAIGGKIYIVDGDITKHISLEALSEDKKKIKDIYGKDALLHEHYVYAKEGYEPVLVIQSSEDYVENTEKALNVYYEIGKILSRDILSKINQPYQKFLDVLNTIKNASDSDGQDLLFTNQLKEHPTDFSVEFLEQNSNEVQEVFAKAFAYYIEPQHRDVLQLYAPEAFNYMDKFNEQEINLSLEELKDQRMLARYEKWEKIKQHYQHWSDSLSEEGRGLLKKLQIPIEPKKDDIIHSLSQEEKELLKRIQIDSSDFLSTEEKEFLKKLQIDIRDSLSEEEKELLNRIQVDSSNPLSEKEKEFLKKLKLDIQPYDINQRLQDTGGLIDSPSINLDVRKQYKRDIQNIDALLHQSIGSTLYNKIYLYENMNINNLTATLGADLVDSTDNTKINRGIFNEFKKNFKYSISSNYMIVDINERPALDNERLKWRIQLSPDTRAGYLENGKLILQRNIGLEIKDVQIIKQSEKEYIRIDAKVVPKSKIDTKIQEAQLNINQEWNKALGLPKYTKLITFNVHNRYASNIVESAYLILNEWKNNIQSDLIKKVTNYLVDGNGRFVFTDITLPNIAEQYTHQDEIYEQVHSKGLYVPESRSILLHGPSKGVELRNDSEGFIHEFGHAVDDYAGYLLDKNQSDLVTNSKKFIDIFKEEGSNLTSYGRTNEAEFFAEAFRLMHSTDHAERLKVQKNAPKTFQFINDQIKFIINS
PfHsp40 yeast – rescue of yeast from PfHsp40 toxicity, primary screen, S. cerevisiae, ATP luminescence; growth rescue, % at 12.5 µM; AID 504582, 2011; 340,000 compounds, 0.68% hits; S. cerevisiae expressing PfHsp40, growth rescue; in the data active means growth rescue above about 28%, passing the limit was not always enough; inconclusive means no clear call, values can overlap the other calls;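 further: yeast W303a lacking pdr1 and pdr3 grown in galactose medium; growth measured after three days at 30 °C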
BoNT A protease – BoNT/A light chain protease inhibitors, primary screen, biochemical, flow cytometry, MLPCN library | inhibition, % at 10 µM | multiplex microsphere protease substrate cleavage | AID 588499, 2011 | Botulinum neurotoxin type A light chain protease (Clostridium botulinum A str. ATCC 3502) | 360,000 compounds, 0.17% hits; further: plate controls were buffer without enzyme for full effect and enzyme alone for no effect
* = called active by the depositor; i = inactive; ? = inconclusive; . = not tested or not shown; & = joins results of further samples. Unless noted, no stated cut-off is given here; in the data, active means inhibition above about 30%; inconclusive means no clear call, values can overlap the other calls; inactive means below that.

SMILES	BH1578 lux ind	TcdB GH inh	PriA SSB inh	3CLpro inhibitor	PrPC surface inh	Y pestis TopoI	Anthrax LF inh2	PfHsp40 yeast	BoNT A protease
COC(=O)c1ccc(COc2ccc(-c3nnn(CC(=O)NC(C)(C)C)n3)cc2)cc1	-0.1	.	-6	-4	-1	5	0	-0.1	0.5
CC12CN3CC(C)(CN(C1)C31CCOCC1)C2=O	4.3	.	-7	1	2	-8	-4	-1.5	-0.2
COc1ccc(CNC(=O)C[C@H]2C[C@H](C(=O)N3CCOCC3)[C@@]3(CCC4CCCC4)c4[nH]c5ccc(Cl)cc5c4CCN3C2=O)cc1OC	-1.9	1.9	3	.	-3	16	4	0.5	-0.2
CCCCn1c(SCC(=O)O)nc2ccccc21	0.1	.	-4	-2	4	-5	-12	-0.7	1.4
CC(C)(C)c1ccc(OC(=O)c2ccc3snnc3c2)cc1	-0.3	.	0	2	6	-3	-1	-0.5	-0.6
COc1ccc(C(=O)N/C(=C\c2ccc(Cl)cc2)C(=O)NCC2CCCO2)cc1 (stereo not given)	i	1.0	4	-3	-12	0	-5	-0.8	0.2
O=C(c1c[nH]c(C(=O)C(Cl)(Cl)Cl)c1)c1ccccc1Cl	-3.1	.	-10	3	1	-8	1	-0.1	-0.4
CC(=O)Oc1cc(O)c2c(c1)OC(c1ccc(OC(C)=O)c(OC(C)=O)c1)C(OC(C)=O)C2=O (stereo not given)	-7.7	0.6	-11	-6	1	0	6	-0.6	-5.3
CC(NS(=O)(=O)c1ccc(OCC(=O)N2CCOCC2)cc1)c1ccccc1 (stereo not given)	-0.9	.	-3	-1	-1	0	-6	-1.1	0.7
CC(C)n1c(-c2ccc(N(C)C)cc2)nc2ccccc21	-0.8	.	38	0	9	1	-2	0.2	0.6
C/C(Nc1ccc(Cl)cc1)=C1/CCOC1=O	.	1.0	.	.	7	2	-6	-1.2	0.1
N#Cc1ccccc1OCCCN1CCC(Cc2ccccc2)CC1	1.9	0.5	-5	6	26*	33	0	-0.7	0.9
COc1cccc(CNC(=O)Cn2nc(C)c([N+](=O)[O-])c2C)c1	i	0.0	5	0	-7	-11	20	-1.6	-1.3
Cc1ccccc1-n1cc(CNC(=O)CCc2nnc(CCc3ccccc3)o2)cn1	-1.6	0.5	-1	-3	3	5	-3	0.3	-1.6
Cc1ccccc1Nc1nc(N)nc(COC(=O)c2cccc(S(=O)(=O)N(C)c3ccccc3)c2)n1	-0.4	.	16	4	1	2	-1	0.3	1.1

The final two compounds of the part before are carried over, then new ones follow.
SMILES	BH1578 lux ind	TcdB GH inh	PriA SSB inh	3CLpro inhibitor	PrPC surface inh	Y pestis TopoI	Anthrax LF inh2	PfHsp40 yeast	BoNT A protease
Cc1ccccc1-n1cc(CNC(=O)CCc2nnc(CCc3ccccc3)o2)cn1	-1.6	0.5	-1	-3	3	5	-3	0.3	-1.6
Cc1ccccc1Nc1nc(N)nc(COC(=O)c2cccc(S(=O)(=O)N(C)c3ccccc3)c2)n1	-0.4	.	16	4	1	2	-1	0.3	1.1
CN1CCc2c(sc(/N=C/c3cccs3)c2C(N)=O)C1	i	.	.	-1	.	-13	-20	-1.0	9.9
CC(=O)c1cc2c(cc1NC(=O)Cn1cnc3ccccc3c1=O)OCO2	0.7	-1.3	0	.	-6	4	-4	-1.3	-0.2
O=C(O)c1ccc(NCc2nc3ccccc3n2CCOc2ccccc2Cl)cc1	-0.2	-1.2	-3	-1	2	2	-2	2.6	-0.4
COc1ccc(CCC(=O)OCC(=O)c2cccc(OC)c2)cc1	0.1	1.2	1	-2	-7	-2	9	-0.5	0.5
CCNC(=S)N/N=C/c1cc(C)n(-c2ccc(Cl)cc2)c1C	-0.7	-0.3	.	2	8	22	-4	1.1	-1.9
COC(=O)c1cn(C(=O)c2ccc3c(c2)OCO3)c2ccccc12	5.3	-0.1	.	.	-6	1	1	.	-0.4
Cc1ccc2c(c1)c1nnc(SCC(=O)Nc3ccc(N(C)C)cc3)nc1n2CC(=O)O	i	0.2	2	-5	-16	4	1	0.3	0.6
Cc1cc(O)c(C(C)C)cc1N=Cc1cc([N+](=O)[O-])ccc1O	-0.4	-0.2	-2	-3	2	5	-8	-0.3	-0.1
Cc1ccc(NS(=O)(=O)c2ccc3c(c2)CC(=O)N3)cc1C	-0.3	1.0	7	-6	3	2	-3	0.9	0.4
COc1cccc(C(=O)OCC(=O)N2CCc3ccccc3C2)c1OC	1.0	1.9	-12	.	0	13	-6	.	0.2
Cc1ccc2sc(C)[n+](CCO)c2c1	0.8	-0.8	2	4	-1	7	3	-0.2	7.0
CCN(CC)S(=O)(=O)c1ccc(N2CCOCC2)c(NC(=O)c2sccc2C)c1	i	2.5	-9	.	9	34	0	0.2	-0.2
C=CCN(C(=O)C1CSC2(C)CCC(=O)N12)c1nc(-c2ccccc2)cs1 (stereo not given)	-0.3	3.3	-7	.	-5	39	.	-1.1	.
O=C(Nc1ccccc1N1CCOCC1)c1cc2ccccc2o1	-0.5	1.1	-1	-5	-5	6	-4	4.2	1.5
CC(=O)NCC1CCN(C(=O)C2CCC(=O)N(CCc3cccc(F)c3)C2)CC1 (stereo not given)	i	0.4	4	1	-3	5	0	0.7	-0.8
CCOC(=O)CCNC(=O)N1CCCC(N2CCN(c3ccc(OC)cc3)CC2)C1 (stereo not given)	-0.6	0.5	-7	-1	-4	5	-4	-1.6	1.1
CC(C)COCC(O)CCC(=O)NNC(=S)Nc1ccccc1 (stereo not given)	-0.2	1.2	-5	3	7	3	0	-1.4	-1.1
O=C(Nc1nc2ccccc2n1CCN1CCCC1)C1CCCCC1	.	.	-10	2	-7	-1	1	-0.5	-0.3
COc1ccc([C@H]2CC(=O)C=C(c3ccc(CO)cc3)C2)cc1	i	1.6	4	.	-8	13	1	1.0	-0.6
COc1ccc(C(CC(=O)Nc2ccc(F)cc2)c2ccccc2)cc1 (stereo not given)	i	.	-28	3	-3	2	-4	0.7	-0.4
Cc1ccc(S(=O)(=O)N2[C@@H](c3ccc(Br)cc3)C(C(=O)O)=CC[C@H]2c2cccc(Cl)c2)cc1	i	-1.6	-7	.	5	4	2	3.8	-0.9
COC(=O)Cc1csc(Nc2ccc(F)c(Cl)c2)n1	-1.4	1.4	-2	0	-5	1	1	?	-0.3
COc1cc(/C=C/C(=O)OC(C)C(=O)NC2CCCCC2C)cc(Cl)c1OC (stereo not given)	i	1.3	-4	.	3	-4	-1	-0.8	0.5
O=C(Nc1ccc(N2CCN(C(=O)c3ccc(Cl)cc3)CC2)cc1)c1cccs1	-0.7	-0.6	3	-1	0	-3	4	0.6	0.0
CCC(=NCCCn1ccnc1)c1c(O)n(-c2ccc(OC)cc2)c(=O)[nH]c1=O	-0.6	2.0	0	7	-2	2	-6	-0.8	0.0
CCOc1ccc(Oc2ccc(NS(=O)(=O)c3ccc(CCC(=O)O)cc3)cc2)cc1	-1.4	-2.7	.	.	-2	11	-4	.	0.1
CC(C)[C@H](NC(=O)c1ccco1)C(=O)OCC(=O)N(C)c1ccccc1	0.6	1.1	-9	-4	-4	1	-3	0.2	-0.2
COc1ccc(Br)cc1/C=C(\C(=O)O)c1ccc(S(=O)(=O)N2CCCCC2)s1	i	-3.1	1	.	-5	14	-1	4.5	-0.9
Cc1ccc(N(C)C(=O)C2CCCN2S(=O)(=O)c2cccc3nsnc23)cc1 (stereo not given)	-0.5	1.9	-3	-1	-29	6	0	-1.2	0.8
O=C1NC[C@H](CCCCN2C[C@H](Cc3ccc(O)cc3)N(CC3CCCCC3)C(=O)C2=O)N(CCc2ccccc2)C1=O	.	-0.3	.	.	19	.	-2	.	0.1
O=C(N=C1SC2CS(=O)(=O)CC2N1c1ccc(Cl)cc1)C1CCCO1 (stereo not given)	-0.7	-0.9	1	-2	8	-8	-2	-1.5	-0.7
CC(=O)Nc1ccc(/C(C)=N/NC(=O)c2ccc(F)cc2)cc1	-0.3	.	.	3	2	-2	0	-0.7	0.9
COC(=O)c1cc(OC)c(OC)cc1NC(=O)c1ccccc1	-0.3	.	-4	3	-1	1	0	0.4	-0.2
Cc1ccc(S(=O)(=O)Nc2cc(C(C(=O)OC(C)C)C(=O)C(F)(F)F)c(O)c3ccccc23)c(C)c1 (stereo not given)	-0.1	-2.3	16	7	-5	1	-4	-0.7	0.2
Cc1cc(Cl)ccc1OC(C)C(=O)OCC(=O)c1ccc[nH]1 (stereo not given)	-1.4	2.1	-4	.	7	20	.	-0.9	.
CN(C)CCCNCCCNC(=O)c1ccco1	-1.9&-0.2	-0.6	-1	-1	-1&-3	-6&6	-11	-2.2&-0.1	-0.1
COc1ccccc1N=c1oc2cc(O)ccc2cc1C(=O)NCC1CCCO1 (stereo not given)	-0.7	.	-21	7	-3	3	-9	-0.2	-0.5
CCCC(C(=O)NCCC(C)C)N(Cc1ccc(OC)cc1)C(=O)c1snc(C(N)=O)c1N (stereo not given)	i	-1.3	-17	-1	-6	26	10	-0.1	-5.7
CNC(=O)CC1C(=O)N(c2ccc(F)cc2)C(=S)N1NC(=O)c1ccc(Br)cc1 (stereo not given)	-1.7	0.2	-11	-5	4	-4	4	-1.8	3.3
C[C@@H]1CN([C@@H](C)CO)C(=O)CCCn2nncc2CO[C@H]1CN(C)S(=O)(=O)c1ccccc1	-0.4	0.1&-0.8&0.1	.	.	-4	4	-3	.	-0.3
CSCCC(c1nnnn1C(C)(C)C)N1CCC2(CC1)C(=O)NCN2c1ccccc1 (stereo not given)	.	1.7	.	.	0	.	-1	.	-1.0
CC(=O)CCc1ccc2oc(C(=O)O)c(C)c2c1	-3.4	.	3	0	-2	-5	-2	-0.4	0.0
CC(C)NC(=O)N(C)C[C@H]1Oc2ccc(NS(=O)(=O)c3cccs3)cc2C(=O)N([C@H](C)CO)C[C@@H]1C	i	-5.6	-11	.	-1	-7	-14	-0.1	0.1
Cc1ccc(F)c(CNC(=O)C2CCC(=O)N(CCCN3CCCC3=O)C2)c1F (stereo not given)	-0.2	0.2	-12	0	3	8	1	0.5	-1.2
COc1c(C)cc(C(=O)C2CCCN(C(=O)c3ccc4[nH]ccc4c3)C2)cc1C (stereo not given)	-0.3	-0.6	2	3	-3	11	-6	0.5	-0.4
Cc1cccc(Nc2nc(NCc3ccco3)c3ccccc3n2)c1	-0.3	-0.4	24	2	30*	-18	-4	-0.8	-0.7
Cc1ccc(S(=O)(=O)N(C)C[C@@H]2Oc3c(NC(=O)C4CC4)cccc3C(=O)N([C@@H](C)CO)C[C@@H]2C)cc1	-0.7	0.4&0.6	1	.	4	22	-5	0.1	-0.1
CC(=O)OC(C)C1C2=C(C(=O)CC1(C)O)C(=O)c1c(ccc(-c3ccc4c(c3O)C(=O)C3=C(C4=O)C(C(C)OC(C)=O)C(C)(O)CC3=O)c1O)C2=O (stereo not given)	i	0.0	-3	.	-11	-13	-9	-0.1	1.4
CCc1ccc(N2C(=O)CC(c3ccc(F)cc3)C3=C2COC3=O)cc1 (stereo not given)	i	.	.	1	.	6	4	-1.0	-0.6
COc1ccc(S(=O)(=O)N2CCCCC2)cc1NC(=O)c1ccc(=O)[nH]c1	-0.2	-0.3	-6	-2	2	2	0	-0.8	-0.3

Assay outcomes deposited in PubChem BioAssay by several laboratories.

These rows are one share of the data. The share of hits here may be higher or lower than overall.
